NPYLR7 agonist = agonists of mosquito NPYLR7 receptor, primary screen, cell-based, Aedes aegypti, calcium fluorescence, mosquito biting behavior | Aedes aegypti neuropeptide Y-like receptor 7 (NPYLR7) | HEK293T NPYLR7/Galpha15, GCaMP6s calcium fluorescence | activation, % at 10 µM | hit rate 0.15% among 270,000 | AID 1259423, 2018; in the data active = activation above about 40%;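 also: 0% = vehicle and 100% = reference agonist at the receptor; some compounds past the cut are filed as inactive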
hcGAS lum = Primary biochemical luminescence assay for human cyclic GMP-AMP synthase inhibitors; AID 1259398, 2018; hit rate 0.081% among 290,000; recombinant h-cGAS, ATP depletion, Kinase-Glo luminescence; Q8N884; inhibition, % at 12.5 µM;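 also: 0% = vehicle reaction and 100% = reaction without DNA for no activity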
Target sequence (Q8N884 whole entry, looked up): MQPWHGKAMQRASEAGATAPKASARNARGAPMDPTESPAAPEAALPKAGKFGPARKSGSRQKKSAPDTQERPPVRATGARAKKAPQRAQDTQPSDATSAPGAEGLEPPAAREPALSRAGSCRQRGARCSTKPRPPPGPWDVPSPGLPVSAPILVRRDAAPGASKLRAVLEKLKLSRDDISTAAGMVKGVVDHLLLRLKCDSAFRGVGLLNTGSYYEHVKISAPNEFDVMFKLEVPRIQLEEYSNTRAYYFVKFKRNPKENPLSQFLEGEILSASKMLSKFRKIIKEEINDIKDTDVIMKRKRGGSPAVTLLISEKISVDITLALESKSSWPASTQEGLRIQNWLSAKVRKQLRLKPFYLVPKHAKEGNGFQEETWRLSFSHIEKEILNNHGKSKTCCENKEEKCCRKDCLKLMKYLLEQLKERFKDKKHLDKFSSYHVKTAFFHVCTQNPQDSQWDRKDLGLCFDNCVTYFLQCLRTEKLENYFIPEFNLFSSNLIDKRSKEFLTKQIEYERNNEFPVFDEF
mcGAS lum = cyclic GMP-AMP synthase inhibitors, mouse, primary biochemical chemiluminescence; Q8C6L5; hit rate 0.15% among 160,000; recombinant cGAS, Kinase-Glo ATP depletion luminescence; inhibition, % at 12.5 µM;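 also: 0% = negative control wells and 100% = reference inhibitor with no enzyme activity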
* hit, by the source's call; . = no result given; & = joins results of further samples. Rule as the data show it, unless noted: active = inhibition above about 40%; inactive = the rest. Hits appear at their usual frequency; about 0.29% have a hit in one of these screens.

SMILES	NPYLR7 agonist	hcGAS lum	mcGAS lum
Cc1ccc(-n2c(Cc3nc(C)cs3)nnc2SCC(=O)O)cc1	-5	-4	.
Brc1ccc2nc(-n3nc4ccccc4n3)nc(-c3ccccc3)c2c1	6&-3	-7&1	-4&-2
Cc1cc(C(=O)N2CC(=O)Nc3ccccc32)n(C)n1	2	-4	-6
O=C(Cn1nnc(-c2cccs2)n1)Nc1cc2c(cc1Cl)OCCCO2	15	-8	-17
COC(=O)c1c(C)c(C(=O)C(C)N(Cc2ccco2)S(=O)(=O)c2ccc(Cl)cc2)c(C)n1C (stereo not given)	21	-8	-5
CC(C)CCN1CC2(CCCN(C(=O)N(C)C)C2)CCC1=O (stereo not given)	.	1	0
CCOc1ccc(-c2ccnc(N3CCN(C(=O)c4ccco4)CC3)n2)cc1	25	-4	-8
CCC(C)(C)c1ccc2c(c1)N(Cc1ccc(C(=O)NCCCOC)o1)C(=O)CO2	.	-5	-2
CC(=O)Nc1ccc(SCc2ccc(C(F)(F)F)cc2)nn1	-1	3	.
Cc1ncc(CC(=O)N2CCC(c3[nH]ncc3-c3ccccc3C)CC2)c(=O)[nH]1	1	-5	.
Cc1cccc(C2SC(=O)NC3=C2C(=O)c2ccccc23)c1 (stereo not given)	5	-8	-4
CCOC1=NN(c2ccc([N+](=O)[O-])cc2)C(=O)/C1=C\c1ccc(OC)c(OC)c1	2	-5	-7
FC(F)(F)c1ccnn1-c1nc(-c2ccc(Cl)s2)cs1	-2	-2	-4
COc1ccc(C2SCCN2C(=O)c2cccc(F)c2)cc1OCc1ccccc1 (stereo not given)	.	-13	-4
CN1CCC(CNc2ccc(S(=O)(=O)C(F)(F)F)cc2)C1 (stereo not given)	2	-6	-3
Cc1cc(N2CCN(CC#N)CC2)n2nc(C(F)(F)F)c(-c3ccc(Cl)cc3)c2n1	4	-1	-8
C=c1cc(C)n(CC(=O)Nc2ccc(C)cc2C)c(=O)c1=C1N=C(c2ccccc2)NO1	0	-4	-7
COC(=O)CC(C)(C)NC(=O)Nc1c(C)cc(Br)cc1C	9	-7	.
c1ccc(-c2nnc3c4cnn(-c5ccccc5)c4ncn23)cc1	15	-6	-4
CCN(CC)C(=O)C1=C(C)N(C)C(=S)NC1c1ccccc1F (stereo not given)	-1	-3	.
COc1ccc(-n2c(=O)[nH]c3c(C(N)=O)nc(-c4ccc(C)cc4)nc32)cc1OC	-3	-10	-7
Cc1ccc(C2(O)CCN(C(=O)c3cccc(Cn4cccn4)c3)CC2)nc1	1	-2	-15
O=C(NCCn1ncc2c(N3CCCC3)ncnc21)c1ccc(=O)oc1	-2	-9	-7
CSCCNCc1cn(-c2ccc(F)cc2F)nc1-c1ccccc1C	-4	2	-1
CCCNC(=O)N(CC(=O)N1CCc2sccc2C1COc1cccc(F)c1)CC1CCCO1 (stereo not given)	-3	-3	-5
CCOc1ccc(NC(=O)Cn2c(-n3nc(C)cc3C)nc3c(c2=O)CCCC3)cc1	-5	-2	-6
CCN(CC)c1ccc(CN(Cc2ccc(F)cc2)C(=O)c2ccccc2Cl)c(OS(=O)(=O)c2ccc(OC)cc2)c1	20	-15	-6
Cc1ccc(C)c(C(=O)N2CCn3nc(C(=O)NCCO)cc3C2)c1	1	-6	-17
COCCCNc1ccc2c(-c3ccccc3)noc2n1	16	-5	-6
COc1cccc(C2c3[nH]c4ccccc4c3CCN2C(=O)Cc2cscn2)c1OC (stereo not given)	6&-1	-10&-4	-5
Cc1ccc(OCCN(C)c2ccccc2)cn1	-3	-11	.
O=C1CN(CC(=O)N2N=C3C(=Cc4cccs4)CCCC3C2c2cccs2)CCN1 (stereo not given)	10	-7	-5
CCCN1C(=S)c2ccccc2C1c1ccccc1 (stereo not given)	-4	-7	.
CC(C)CN(CC(=O)N1CCc2sccc2C1c1ccccc1)C(=O)C(C)(C)CCl (stereo not given)	-3	-4	-4
Cc1cc(C)c(CNc2ccc(C#N)cc2F)c(=O)[nH]1	4	-6	-15
CCO[C@H]1COC[C@@H]1NCC(=O)Nc1ccc(Cl)c(OC)c1	14	-11	.
NC1C(=O)Nc2ccccc21 (stereo not given)	-3&-5	-6&2	-2&0
CC(C)COC(=O)c1cccc(S(=O)(=O)Nc2ccc(F)cc2)c1	2	4	3
O=S(=O)(NCC1CCN(C2CC2)C1)N1CCOCC1 (stereo not given)	4	-9	.
CCOC(=O)C1=C(O)/C(=C\c2ccncc2)SC1=Nc1ccccc1F	20	-6	-3
COc1ccc(OCc2nnc3n2N=C2CCCCC2S3)cc1 (stereo not given)	-1	-4	-3
Cc1ccc(N2C(=O)C(c3c(C)[nH]n(-c4ccccc4)c3=O)=C(N3CCOCC3)C2=O)cc1	9	-5	-9
CC(C)(C)NCc1cccc(Oc2ncccn2)c1	5	-12	.
CCC(CO)N(Cc1cccnc1)C(=O)c1ccc(C(F)(F)F)[nH]c1=O (stereo not given)	2	-14	.
O=C(Nc1ccc2c(c1)OCO2)c1cccnc1OCC(F)(F)F	5	-3	.
COC(=O)c1ccc(CSc2nc3c(cnn3-c3ccccc3OC)c(=O)[nH]2)cc1	-2	-3	-6
Cc1ccc2nc(NCC3CCCO3)n3c(-c4ccc(F)cc4)nnc3c2c1 (stereo not given)	7	-4	.
CC1CCCCN1c1onc(-c2ccccc2)c1CN(CCN(C)C)C(=O)c1ccc(Cl)cc1 (stereo not given)	10	-3	-7
Cc1cccc(Cn2c(C(=O)N3CCN(C(=O)c4cccc(F)c4)C(C)C3)cc3ccoc32)c1 (stereo not given)	.	5	2
CCCN(CC(=O)Nc1cc(-c2ccccc2)nn1-c1ccc(F)cc1)C(=O)c1ccc(Cl)cc1	-1	2	0
O=C(NCc1ccco1)C1CCN(S(=O)(=O)NCc2ccccc2)CC1	1	-5	.
CCOC(=O)C1CCN(C(=O)c2cc(-c3ccc(OC)cc3)n(-c3ccccc3F)c2C)CC1	-10	-12	-5
Cc1nnc2ccc(OCCNC(=O)Nc3ccccc3F)nn12	3	-4	-9
CCN(CC(=O)N(Cc1cccn1Cc1ccccc1Cl)C1CCCCC1)S(=O)(=O)c1ccc(Br)cc1	-3	-8	-6
CSc1ccccc1OCc1cc(C(=O)N2CCCC(OCc3ccccc3)C2)no1 (stereo not given)	.	-8	-11
CCc1[nH]c2c(CNC(=O)CCC(C)N3CCOCC3)cc(F)cc2c1C (stereo not given)	7	-5	-13
CC(C)NC(=O)C1(C)CCCN1C(=O)c1cc(C#N)cs1 (stereo not given)	-9	-3	-2
CCN1CCN(c2c(CN(C(=O)c3c(OC)cccc3OC)C3CC3)c(C)nn2-c2cccc(F)c2)CC1	17	-2	-5
CCc1csc(NC(=O)C(C)(C)NC(=O)OC(C)(C)C)n1	2	1	.
Cc1ccc(-c2c(C)oc(C)c2C(=O)NCCC(C)(C)C)cc1	-7	-6	-3

The list goes on:
SMILES	NPYLR7 agonist	hcGAS lum	mcGAS lum
Cc1c(-c2ccccc2F)[nH]c2ccc(CNC(=O)CCc3cn[nH]c3)cc12	13	-6	.
C=C(C)COc1ccccc1C(=O)N1CCOC(CCOC)C1 (stereo not given)	-2	-7	.
Cc1cc(C(=O)Nc2ccc3nc(N4CCN(C)CC4)sc3c2)on1	4	-11	.
CCCCc1ccc(C(=O)N(CC(=O)N(Cc2cccn2Cc2ccccc2Cl)CC(C)C)C(C)C)cc1	28	-4	-6
CCc1nc(CN2CCOc3c(O)cc(-c4cccc(Cl)c4)cc3C2)no1	5	-5	.
Cc1ccc(OCC(=O)NC2CCS(=O)(=O)C2)c(Br)c1 (stereo not given)	12	-11	-3
COc1cccc(-c2nnc(SCc3ccc(C(=O)Nc4ccc(OC)c(OC)c4)cc3)n2-c2ccccc2F)c1	16	-11	-5
Cc1ccccc1-c1ccccc1C(=O)N1CC[C@H](CO)[C@@H](O)C1	1	-5	-16
CCC#CCN1CCOc2c(O)cc(-c3nc(C)cnc3C)cc2C1	-5	-4	.
NS(=O)(=O)c1ccc(CNC(=O)Cc2ccc(C(F)(F)F)cc2)s1	3	-6	.
CCCCCc1ccc(C(=O)N(CCN2CCOCC2)CC(=O)N(Cc2ccc(F)cc2)Cc2cccs2)cc1	-3	-11	-5
Cc1ccc(Cl)cc1NC(=O)Cn1c2ccccc2c(=O)c2ccccc21	-1	1	.
Cc1ccc(-c2cc(C(=O)O)n[nH]2)o1	-2	-5	-8
COc1ccc(/C=C2N=C(/C=C/c3cccc(Cl)c3Cl)OC\2=O)cc1OC(C)=O	-3	-5	.
O=C1CC(NCc2ccncc2)C(=O)N1c1ccc(Cl)cc1 (stereo not given)	-7	3	-2

Two compounds drawn at random from those above:
SMILES	NPYLR7 agonist	hcGAS lum	mcGAS lum
COCCCNc1ccc2c(-c3ccccc3)noc2n1	16	-5	-6
O=C(Nc1ccc2c(c1)OCO2)c1cccnc1OCC(F)(F)F	5	-3	.

Continuation.
SMILES	NPYLR7 agonist	hcGAS lum	mcGAS lum
O=[N+]([O-])c1nn(Cc2c(Cl)cccc2Cl)cc1Br	5	-3	.
CC(=O)NC1CCN(Cc2nc(-c3cccc(Oc4ccccc4)c3)oc2C)C1 (stereo not given)	3	-6	.
CCCCN(C)C(=O)c1sc(=O)[nH]c1C	11	-10	.
Cc1cn2c3c(=O)n(CC(C)C)c(=O)n(C)c3nc2n1CCc1ccccc1	4	-4	-2
COc1ccc(C)cc1N1CCn2c1nc1c2c(=O)n(CCN2CCCCC2)c(=O)n1C	.	-7	-9
Cc1ccc(-n2c(=O)[nH]c3c(C(N)=O)nc(-c4cccc(C)c4)nc32)cc1	0	-9	.
O=C1Cc2cc(N3CC(C(=O)O)CC3=O)ccc2N1 (stereo not given)	10	-7	.
Cc1cc(C)c(C(=O)N(CC#Cc2ccccc2)C2CCCC2)c(=O)[nH]1	-21	-2	1
CCOC(=O)c1coc(N2CCC(O)(c3ccc(C)cn3)CC2)n1	1	-4	.
COc1ccc2nc(-n3nc(C)cc3NC(=O)c3ccccc3OC)sc2c1	-8	-7	-14
O=C(Cn1cc(OCc2ccccc2F)c(=O)cc1CO)NCCc1ccccc1	2	-8	-3
CCOC(=O)c1[nH]c(C)c(C(=O)OCC)c1C	-11	2	.
CC(=O)c1ccc(Oc2cc(C)nc(SCc3cccc(C#N)c3)n2)cc1	14	-7	-5
CN(C(=O)CSCC(=O)N1CCOCC1)c1ccccc1F	0	4	.
COCC1(C(=O)NC23CC4CC(C2)CC(n2nnc(C)n2)(C4)C3)CCC1	12	-5	-10
CCCn1nc(C)c(C(=O)NCc2cc(F)cc3c2OCOC3)c1C	-20	-9	.
CCC(NC1CCN(c2ccccc2F)CC1)c1ccccn1 (stereo not given)	-2	-6	.
CCc1ccccc1NC(=O)N1CCN(c2cc(Oc3ccc(Cl)cc3F)ncn2)CC1	-18	0	-3
CC1(C(=O)NCc2ccc(C(F)(F)F)cc2)CCN1Cc1c(F)cccc1F (stereo not given)	8	-5	.
Cc1ccc(NC(=O)CCOC(C)C)c(CN(C)C)c1	-1	1	.
CC(=O)NCCC(=O)N1C(=Nc2ccccc2C)SCC1(C)C	8	-12	-9
O=C(O)c1cc2sc(Nc3ccccc3)nc2s1	-3	5	.
O=C(Cn1nc2c(c1NC(=O)c1ccco1)CSC2)NCC1CCCO1 (stereo not given)	4	-3	-7
CCn1nnc2c(=O)n(Cc3ccc(C(=O)OC)cc3)cnc21	-1	-2	.
CCOC(=O)c1cccc(NC(=O)O[C@@H]2CO[C@H]3[C@@H]2OC[C@@H]3n2nnnc2SCc2ccco2)c1	-9	-5	-6

Look-ups from the entries so far:
`CCCN1C(=S)c2ccccc2C1c1ccccc1` (stereo not given) in hcGAS lum is listed with -7
`CC(C)NC(=O)C1(C)CCCN1C(=O)c1cc(C#N)cs1` (stereo not given) in hcGAS lum is listed with -3
`Cc1ccc(-c2c(C)oc(C)c2C(=O)NCCC(C)(C)C)cc1` in hcGAS lum is listed with -6
`c1ccc(-c2nnc3c4cnn(-c5ccccc5)c4ncn23)cc1` in hcGAS lum is listed with -6
`O=C(NCCn1ncc2c(N3CCCC3)ncnc21)c1ccc(=O)oc1` in mcGAS lum is listed with -7
`CCCCCc1ccc(C(=O)N(CCN2CCOCC2)CC(=O)N(Cc2ccc(F)cc2)Cc2cccs2)cc1` in mcGAS lum is listed with -5
`CCc1[nH]c2c(CNC(=O)CCC(C)N3CCOCC3)cc(F)cc2c1C` (stereo not given) in NPYLR7 agonist is listed with 7

At a glance, part of the list above.
SMILES	NPYLR7 agonist	hcGAS lum	mcGAS lum
CCCn1nc(C)c(C(=O)NCc2cc(F)cc3c2OCOC3)c1C	-20	-9	.
CCC(NC1CCN(c2ccccc2F)CC1)c1ccccn1 (stereo not given)	-2	-6	.
CCc1ccccc1NC(=O)N1CCN(c2cc(Oc3ccc(Cl)cc3F)ncn2)CC1	-18	0	-3

Screening data: PubChem, Fisher Drug Discovery Resource Center
